KCNK3 inh = human KCNK3 channel inhibition, primary screen. CHO-KCNK3 thallium flux, FluxOR fluorescence; active compounds read low. 340,000 tested, 0.84% active. B-score at 10 µM. O14649;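 active = B-score under library mean minus 4 SD, starting fluorescence ratio at most library mean plus 5 SD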;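 note: more negative B-score means stronger inhibition of thallium flux through KCNK3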
Target sequence (O14649 whole entry, looked up): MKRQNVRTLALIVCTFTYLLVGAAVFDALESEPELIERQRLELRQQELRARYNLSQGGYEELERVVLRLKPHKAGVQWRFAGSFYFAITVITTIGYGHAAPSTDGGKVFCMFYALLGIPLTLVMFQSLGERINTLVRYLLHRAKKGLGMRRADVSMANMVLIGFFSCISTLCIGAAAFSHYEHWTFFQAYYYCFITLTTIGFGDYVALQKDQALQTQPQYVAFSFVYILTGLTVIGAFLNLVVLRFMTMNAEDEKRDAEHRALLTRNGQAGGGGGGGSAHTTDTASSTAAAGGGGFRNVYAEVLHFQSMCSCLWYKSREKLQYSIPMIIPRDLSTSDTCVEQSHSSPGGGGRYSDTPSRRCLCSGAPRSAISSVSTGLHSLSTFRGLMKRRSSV
GSK3beta inhib = inhibitors of human GSK3beta kinase. activity score (negative = inhibition), % at 10 µM. 300,000 tested, 0.038% active. P49841. GST-GSK3beta kinase, ADP-Glo luminescence, 60 min; active compounds read low;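 active = more than half of replicate wells score below -50%, meaning over 50% inhibition versus plate controls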;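 note: 0% = median DMSO wells and -100% = median GW8510 positive control wells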
Target sequence (P49841 whole entry, looked up): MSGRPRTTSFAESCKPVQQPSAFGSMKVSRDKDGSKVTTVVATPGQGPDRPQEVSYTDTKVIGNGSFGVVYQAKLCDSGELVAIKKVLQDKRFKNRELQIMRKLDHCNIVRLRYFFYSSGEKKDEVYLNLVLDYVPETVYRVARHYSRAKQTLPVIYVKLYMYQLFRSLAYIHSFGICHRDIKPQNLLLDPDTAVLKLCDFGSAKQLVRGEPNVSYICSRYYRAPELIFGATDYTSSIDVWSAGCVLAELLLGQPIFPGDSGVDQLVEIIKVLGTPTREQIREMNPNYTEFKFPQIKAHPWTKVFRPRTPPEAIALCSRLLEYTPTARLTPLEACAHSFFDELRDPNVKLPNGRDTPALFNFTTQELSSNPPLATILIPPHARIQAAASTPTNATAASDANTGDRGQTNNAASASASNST
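test system = GST-tagged human GSK3beta kinase, cell-free | reagent = 25 µM ATP with peptide substrate | dosing = one dose of 10 µM per compound | schedule = 60 min reaction, RT | detection = luminescent ADP-Glo measurement of ADP formed | control set = DMSO neutral wells and GW8510 at 20 µM as positive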
KCNQ1 inh = inhibitors of human KCNQ1 potassium channel; B-score at 10 µM; 310,000 tested, 1.3% active; CHO-K1 KCNQ1, FluxOR thallium flux fluorescence; active compounds read high;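 active = compounds whose thallium flux B-score, printed positive for inhibition, exceeds three library SD while starting fluorescence stays within three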;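 note: channel opened by potassium depolarization with thallium stimulus after 20 min compound exposure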
RGS4 act = potentiators or activators of RGS4; HEK293 M3R/inducible RGS4, carbachol calcium flux Fluo4; active compounds read low; B-score at 10 µM; 310,000 tested, 0.92% active;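 active = B-score of the integrated calcium signal more than 4 SD below the library mean, with starting fluorescence not abnormally high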;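 note: negative B-score means reduced calcium response which marks RGS4 activation or potentiation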
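System – HEK293 FlpIn-TREx cells, stable M3R, doxycycline-inducible RGS4 · Reagent – ECmax carbachol challenge · Times – compound preincubation 20 min at room temperature before agonist · Technique – Fluo4 fluorescence kinetic imaging of calcium · Measure – B score of integrated Fluo4 ratio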
RGS4 block = human RGS4 inhibition. P49798. HEK293 M3R/RGS4 inducible, Fluo-4 calcium flux; active compounds read high; triggered by carbachol at its EC20. B-score at 10 µM. 310,000 tested, 0.45% active. AID 463165;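 active = B-score, a plate-corrected calcium signal, over three deviations above library mean, with baseline fluorescence within five deviations of library mean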;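 note: RGS4 expression induced by doxycycline in cells with stable M3 receptor; B-score is computed from the integrated fluorescence ratio over baseline after carbachol; higher B-score means a larger calcium signal and so more RGS4 inhibition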
Target sequence (P49798 whole entry, looked up): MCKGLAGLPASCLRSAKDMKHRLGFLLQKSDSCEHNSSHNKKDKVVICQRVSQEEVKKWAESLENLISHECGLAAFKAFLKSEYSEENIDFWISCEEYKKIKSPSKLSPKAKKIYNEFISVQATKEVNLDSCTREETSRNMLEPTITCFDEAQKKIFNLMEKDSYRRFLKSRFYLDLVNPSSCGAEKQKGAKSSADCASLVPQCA
KCNQ1 pot = potentiators or activators of human KCNQ1 potassium channel; B-score at 10 µM; 310,000 tested, 0.35% active; CHO-K1 KCNQ1, thallium flux FluxOR fluorescence; active compounds read high;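 active = fluorescence ratio B-score, a plate-corrected score, at least three library SD, with initial intensity B-score within 5 SD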
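Material: CHO-K1 cells stably expressing KCNQ1. Medium: assay buffer for compound exposure, DMSO matched across wells. Reagent: K+/Tl+ depolarizing stimulus. Compound dosing: single-concentration screen. Times: 37 °C overnight plating, 90-min dark dye load, 20-min compound pretreatment. Technique: FluxOR Tl+ flux fluorescence.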
hERG rescue = shields human hERG channel from block by proarrhythmic agents; CHO-hERG, FluxOR thallium flux, dofetilide IC70 present; 310,000 tested, 0.51% active; activation (rescue from dofetilide block), less the hit threshold, % at 10 µM; Q12809;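 active = activation above the mean of controls blocked by dofetilide plus 5 SD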;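 note: thallium influx through hERG after potassium depolarization seen as dye fluorescence rise; in these data hits start at about 4.7%; inactives centre near -7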
GSK3 alpha inh = blocks human GSK-3 alpha kinase; P49840; ADP-Glo luminescence, 60 min; inhibition, % at 10 µM; 320,000 tested, 0.1% active;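 in the data active = inhibition above about 50%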;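 note: GST-tagged GSK-3 alpha with peptide substrate and 25 µM ATP; 0% = DMSO neutral wells and 100% = GW8510 positive control wells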
Dyrk1A ADPGlo = inhibitors of rat Dyrk1A kinase. Q63470. ADP-Glo luminescence, NFATc1 peptide. inhibition, % at 12.5 µM. 310,000 tested, 0.43% active. AID 504441; in the data active = inhibition above about 50%;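 note: plate controls were vehicle with enzyme for no effect and no enzyme for full effect; many of its hits are not listed in these tables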
KCNK9 block = inhibitors of human KCNK9 two-pore domain potassium channel | Q9NPC2 | B-score at 10 µM | 310,000 tested, 1.2% active | HEK293 KCNK9, FluxOR thallium flux fluorescence; active compounds read low;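 active = ratio B-score over 3 SD below the library mean, with starting fluorescence within 5 SD of its mean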;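 note: negative B-score means less thallium flux so channel inhibition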
PolyA inh = blocks polyadenylation in yeast reporter cells; S. cerevisiae SKY197-pL101 polyadenylation reporter, beta-gal luminescence; efflux-impaired pdr1/pdr3 knockout yeast; score 100 = 6 SD above DMSO; calls only at 12 µM; 300,000 tested, 0.02% active;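 active = lowest replicate activity score at least 50, where 100 means six control SD above control mean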;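 note: yeast exposed to compound for 9 h at 30 °C; higher score means more reporter readthrough which indicates perturbed polyadenylation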
An asterisk follows results filed as active; i = inactive; . = not tested or not shown. Some of the compounds tested (hit frequency here may not be typical).

mol,KCNK3 inh,GSK3beta inhib,KCNQ1 inh,RGS4 act,RGS4 block,KCNQ1 pot,hERG rescue,GSK3 alpha inh,Dyrk1A ADPGlo,KCNK9 block,PolyA inh
COc1ccc(Cl)cc1NS(=O)(=O)c1ccc(OC)c(OC)c1,i,0,i,i,i,i,-17,-5,3,i,i
COCCNC(=O)CSc1ccccc1C(=O)NC1CCSc2ccccc21 (stereo not drawn),i,1,i,i,i,i,0,-2,0,i,i
Cc1nnc(NC(=O)CSc2nccn2Cc2ccccc2)s1,i,-4,i,i,i,i,-11,-2,-6,i,i
O=[N+]([O-])c1ccc(-c2ccc(S(=O)(=O)NCCN3CCCC3)cc2)cc1,i,-5,i,i,i,i,-8,4,-1,i,i
COc1cccc(NC(=O)CN(C)C(=O)CSc2nc3ccccc3s2)c1,i,1,i,i,i,i,-10,0,6,i,i
CCOC(=O)N/N=C/c1ccc(F)cc1,i,-1,i,i,i,i,-10,-6,7,i,i
CC(=O)c1cccc(CN(C)CC2CCCN(CCc3ccccc3C)C2)c1 (stereo not drawn),i,-1,i,-7*,i,i,-1,5,6,i,i
O=C(CN1C(=O)c2cccc([N+](=O)[O-])c2C1=O)N1CCN(c2ccc(F)cc2)CC1,i,-2,i,i,i,i,-20,-1,-3,i,i
CCOC(=O)N1CCC(NC(=O)CSCc2nc(-c3ccc(OC)c(OC)c3)oc2C)CC1,i,1,i,i,i,i,-11,1,-9,i,i
O=C(Cn1nc(C(F)(F)F)cc1C1CC1)Nc1ccccc1F,i,2,i,i,i,i,-6,0,-3,i,i
O=C(Nc1ccc(F)cc1F)NC1CC(=O)N(Cc2ccccc2)C1 (stereo not drawn),i,6,i,i,i,i,-2,.,-12,i,i
CCCCC(=O)N1CCN(c2ccc(OC)cc2[N+](=O)[O-])CC1,i,-4,i,i,i,i,-6,1,5,i,i
Cn1cc(CN2CCc3ccccc3C2)c2ccccc21,i,1,i,i,i,i,-13,0,2,i,i
Cc1ccc(NC(=O)C2CCN(C(=O)NC3CCCCC3)CC2)cc1Cl,i,1,i,i,i,i,-5,-2,-6,i,i
O=C(NC(=S)N(CCc1ccccc1)CCc1ccccc1)c1ccco1,i,-3,i,i,i,47*,37*,.,.,i,i
O=C1CSC(c2ccc3c(c2)OCO3)N1c1ccc(Oc2ccccc2)cc1 (stereo not drawn),i,1,i,i,i,i,-10,2,-6,-14*,i
CCN(CC)c1cccc(OCC(=O)N(C)CCC#N)c1,i,1,i,i,i,i,-3,3,-6,i,i
CC(=O)Nc1ccc(S(=O)(=O)NCc2ccccn2)cc1,i,1,i,i,i,i,-9,.,5,i,i
C=CCN(c1ccccc1Cl)S(=O)(=O)c1cc(C(=O)N2CCCC2)ccc1Cl,i,-2,i,i,i,i,-16,-2,-3,i,i
O=C(COC(=O)c1ccc(O)cc1)Nc1cc(C(F)(F)F)ccc1Cl,i,-1,i,i,i,i,-16,0,.,i,i
COc1ccc(/C=C(\NC(=O)c2ccco2)C(=O)NCc2ccco2)cc1,i,0,i,i,i,i,-7,0,-4,i,i
CN1CCN(S(=O)(=O)c2ccc(Nc3ccc(F)cc3)c([N+](=O)[O-])c2)CC1,i,1,i,i,i,i,-9,-2,12,i,i
COC(=O)c1ccc(CN2CCN(Cc3ccccc3)C(CCO)C2)cc1 (stereo not drawn),i,2,i,i,i,i,-7,0,-2,i,i
COC(=O)C1C(O)C(C)C(O)C(C)(O)/C=C\C=C(/C)C(=O)Nc2c(C)c(OC(C)=O)c3c(c2O)C(=O)C(C)=C2OCOC(=C23)/C(C)=C/C(C)(O)C(O)C(C)C1O (stereo not drawn),i,0,i,i,i,i,-2,-2,-3,i,i
CCOc1ccc(N(C(=O)c2snc(C(N)=O)c2N)C(C(=O)NCC2CCCO2)c2c[nH]c3ccccc23)cc1 (stereo not drawn),i,.,i,i,i,i,-14,-1,1,i,i
CCCc1cc(C(=O)N2CCN(c3ccc(C(F)(F)F)cn3)CC2)sc1C,i,2,i,-11*,i,i,-12,-4,-8,i,i
COc1ccc([C@@H]2Sc3cc(OC)ccc3N(CCN(C(C)C)C(C)C)C(=O)[C@H]2OC(C)=O)cc1,i,-2,i,i,i,i,-18,1,1,i,i
O=c1[nH]cccc1-c1nc2ccccc2n1Cc1cccc(F)c1,i,-4,i,i,i,i,-9,-2,5,i,i
CCN(C1CCCCC1)S(=O)(=O)c1ccc(S(=O)(=O)NCCc2ccncc2)cc1,i,-3,i,i,i,i,-6,-1,-4,i,i
CC(C)n1nnnc1SCC(=O)NCCc1ccccc1,i,0,i,i,i,i,-13,0,-1,i,i
COc1ccc(-n2c(=O)c3ccccc3c3ccccc3c2=O)cc1,i,-1,i,i,i,i,-4,-2,.,i,i
COc1ccc2c([N+](=O)[O-])c(Cl)[nH]c2c1,i,-2,i,i,i,i,-4,-1,-4,i,i
O=C(Nc1ccccc1)c1c2c(nc3ccccc13)CCCC2,i,-3,i,i,i,i,-9,-1,-4,i,i
O=C(CSc1nc2ccc(Cl)cc2[nH]1)N1CCN(C(=O)c2ccco2)CC1,i,1,i,i,i,i,-13,3,1,i,i
CC(=O)c1ccc(NS(=O)(=O)c2ccc(C(C)(C)C)cc2)cc1,i,2,i,i,i,i,-7,-3,2,i,i
C=CCNC(=S)NCCO,i,-1,i,i,i,i,-3,-3,-5,i,i
CCCC(=O)Nc1cccc(Oc2nc(C)cc(C)c2C#N)c1,i,4,i,i,i,i,-7,-4,-1,i,i
C/C(=N\N1CCN(Cc2ccccc2Cl)CC1)c1ccc(F)cc1,i,0,i,i,i,i,-5,-1,-1,i,i
COc1ccc(-c2cc(=O)[nH]c(=O)[nH]2)cc1,i,1,i,i,i,i,-17,7,29,i,i
CCOC(=O)Cc1c(Cl)c2ccccc2[nH]c1=O,i,-3,i,i,i,i,-4,-1,-6,i,i
CC(OC(=O)C12CC3CC(CC(O)(C3)C1)C2)C(N)=O (stereo not drawn),i,1,i,i,i,i,-12,-5,-1,i,i
COc1ccc(CNC(=O)CN2C(=O)CSc3ccc(S(=O)(=O)N4CCCCC4)cc32)cc1,i,-6,i,i,i,i,-7,-1,2,i,i
COP(=O)(CN(Cc1ccccc1)C(=S)Nc1c(C)cccc1C)OC,i,3,i,i,i,i,-13,-1,10,i,i
O=C(CCCN1C(=O)c2cccc3cccc(c23)C1=O)Nc1ccon1,i,0,i,i,i,i,-4,1,6,i,i
O=C1CCNc2ccc(-c3ccccc3)cc21,i,1,i,i,i,i,-33,10,22,i,i
CC#CCN1C(=O)N[C@@H](c2ccccc2)C(C(=O)OC)=C1C,i,-1,i,i,i,i,-6,1,2,i,i
COc1ccc(C2c3c(oc4ccccc4c3=O)C(=O)N2c2ccccn2)cc1 (stereo not drawn),i,2,i,i,i,i,-11,.,2,i,i
CSc1nnc(-c2ccccc2)c(-c2ccccc2)n1,i,-1,i,i,i,i,-10,-1,7,i,i
CCNC(=O)CC1C(=O)N(c2ccccc2)C(=O)N1Cc1ccc(OC)cc1 (stereo not drawn),i,2,i,i,i,i,-12,-1,-4,i,i
CC(C)COc1ccc(CNC(=S)Nc2ccccc2)cc1Cl,i,0,i,i,i,i,-6,-4,-2,i,i

(more compounds)
mol,KCNK3 inh,GSK3beta inhib,KCNQ1 inh,RGS4 act,RGS4 block,KCNQ1 pot,hERG rescue,GSK3 alpha inh,Dyrk1A ADPGlo,KCNK9 block,PolyA inh
O=C(O)c1ccc(COc2c(F)c(F)cc(F)c2F)cc1,i,-3,i,i,i,i,-12,.,-2,i,i
O=C1c2cccnc2C(Nc2ccc(S(=O)(=O)N3CCCCC3)cc2)N1Cc1ccccc1 (stereo not drawn),i,2,i,i,i,i,-3,-6,2,i,i
CCCn1c(NC(=O)C23CC4CC(CC(O)(C4)C2)C3)nc2ccccc21,i,0,i,i,i,i,-7,-3,0,i,i
O=C(CNC(=S)N(CCCN1CCOCC1)Cc1cccs1)NCCN1CCOCC1,i,-1,i,i,i,i,-9,-3,-2,i,i
C=CCNc1nc2c(c(=O)n(C)c(=O)n2C)n1Cc1ccc(F)cc1,i,1,i,i,i,i,-10,-2,11,i,i
Cn1c(N)c(C(=O)CSc2nnc(-c3ccccc3F)n2N)c(=O)n(C)c1=O,i,3,i,i,i,i,-13,1,0,i,i
CCCNC(=O)C(Cc1ccccc1)NS(=O)(=O)c1cccc2nsnc12 (stereo not drawn),i,-2,i,i,i,i,-1,0,0,i,i
O=C(CCNC(=O)c1ccccc1Cl)N/N=C\c1ccc(O)cc1,i,-1,i,i,i,i,-4,0,13,i,i
COc1cccc(-c2cc(C(F)(F)F)n3ncc(C(=O)NCC4CCCO4)c3n2)c1 (stereo not drawn),i,1,i,i,i,i,-6,-1,3,i,i
O=C(CCNS(=O)(=O)c1ccc(Br)cc1)NCc1cccs1,i,1,i,i,i,i,-8,3,-2,i,i
O=C(NCc1cccs1)c1ccncc1,i,-1,i,i,i,i,-11,1,4,i,i
CCCN(CCC)C(=O)C1c2ccccc2Oc2ccccc21,i,1,i,i,i,i,-5,0,4,i,i
Cc1ccc(C(=O)Cn2nnc3c(sc4nc5c(c(-c6ccccc6)c43)CCC5)c2=O)cc1,i,2,i,i,i,i,-5,16,2,i,i
O=C(NCc1ccccc1)C(c1ccncc1)N(C(=O)c1csnn1)C1CC1 (stereo not drawn),i,2,i,i,i,i,-11,.,-5,i,i
C=CCn1cccc(C(=O)Nc2ccc(OCC)cc2)c1=O,i,-3,i,i,i,i,-5,0,2,i,i
CCN(CC)CCN(C(=O)c1cccc(N2C(=O)CCC2=O)c1)c1nc2cc3c(cc2s1)OCO3,i,2,i,i,i,i,-12,.,0,i,i
O=C1CC(N2CCN(c3ccccc3Cl)CC2)C(=O)N1c1cccc(F)c1 (stereo not drawn),i,1,i,i,i,i,-5,-2,3,i,i

Compound activity deposited in PubChem by several laboratories.
